Bioassay records: PubChem, National Center for Advancing Translational Sciences (NCATS)
TGFb SMAD3 inh – inhibitors of TGF-b signaling | HepG2 CAGA-GFP TGF-b/SMAD3 reporter, GFP fluorescence, 18 h; TGF-beta stimulated, 500 pg/mL final | Potency, µM (series often up to 46.1 µM), for inactives: top-dose activity, negative = inhibition, actives largely listed as inhibitors | 410,000 tested, 1.2% active | AID 588855; note: % is set by controls: 0 for no effect and ±100 for the full control effect; nearly all actives have a fitted effect of over 65% in size
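Cell-based qHTS in HEPG2 carrying a CAGA-GFP Smad reporter; compounds added before 500 pg/mL final TGF-beta, 18 h incubation at 37 degrees C, GFP fluorescence quantified per cell by imaging cytometry.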
A549 tox – kills or reduces viability of A549 cells in Nrf2 counter-screen; A549 ARE-Fluc cells, CellTiter-Fluor viability, 18-24 h; Potency, µM (titrated, usually from 46 µM), for inactives: at the highest dose activity change, negative = cytotoxicity, most hits filed as inhibitors; 390,000 tested, 0.16% active; note: % is set by controls: 0 for no effect and ±100 for the full control effect
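Cytotoxicity counterscreen: CellTiter-Fluor fluorescence was measured in A549 ARE_Fluc cells after 18-24 h of compound exposure in a concentration series. The subsequent BugLite luminescent read reports ARE-luciferase activity.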
HepG2 tox – HepG2 cytotoxicity, counter-screen for TGF-b inhibitors; AID 588856; 410,000 tested, 0.76% active; HepG2 CAGA-GFP viability, ATP luminescence, 18 h; Potency, µM (highest dose often 46.1 µM), inactives show top-dose activity change, negative = cytotoxicity, actives largely listed as cytotoxic; note: some results filed as inactive show a strong effect at the top dose
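CellTiter-Glo luminescence gave cytotoxicity after 18 hours at 37 degrees C. The cells were HepG2 CAGA-GFP in 1% FBS DMEM, stimulated with 500 pg/mL TGF-beta after compound addition. %Activity was normalised to no-cell wells (complete cell-killing) and DMSO (no toxicity), and curves were fitted and classified.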
ATXN2 expr inh – ATXN2 expression inhibition. HEK-293 ATXN2-luciferase reporter, luminescence, 24 h. Potency, µM (highest dose often 57 µM), for the others: top-dose activity change, negative = inhibition, usual class: inhibitors. 360,000 tested, 0.72% active; note: % is set by controls: 0 for no effect and ±100 for the full control effect; nearly all actives have a fitted effect of over 55% in size
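qHTS (up to 57 uM final) was run with 24 h compound exposure of reporter cells at 37 °C. Each well was multiplexed: SteadyGlo luminescence measured ATXN2-luciferase expression after a fluorogenic Gly-Phe-AFC viability readout (25 uM final).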
Nrf2 activator – activators of Nrf2 (ARE) signaling | AREc32 ARE-luciferase reporter (MCF7-derived line), luminescence, 24 h | Potency, µM (top dose mostly 46.1 µM), for inactives: at the highest dose activation, most hits filed as activators | 410,000 tested, 0.31% active | AID 624171; note: % of control where 0% means no effect; nearly all actives have a fitted effect of over 65% in size
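Cells of the AREc32 ARE-luciferase line are plated in OPTI-MEM containing 5% FBS and left overnight at 37 deg C. Compounds are pinned in, incubation continues 24 hr, and firefly luciferase signal is then measured.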
S2 tox – reduces viability in counter-screen for ATXN expression inhibitors. S2 cells (HEK-293 line with an ATXN2-luciferase reporter) viability, CellTiter-Fluor protease fluorescence, 24 h. Potency, µM (top dose mostly 56.7 µM), hits mostly cytotoxic. 400,000 tested, 0.49% active. AID 651635; note: nearly all actives have a fitted effect of over 40% in size
Nrf2 block – inhibitors of Nrf2 signaling. A549 ARE-Fluc reporter, luciferase luminescence, 18-24 h. Potency, µM (top dose mostly 46 µM), inactives show at the highest dose activity change, negative = inhibition, usual class: inhibitors. 360,000 tested, 2.1% active; note: % is set by controls: 0 for no effect and ±100 for the full control effect; nearly all actives have a fitted effect of over 60% in size
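Two sequential reads on A549 ARE_Fluc cells exposed to compound for 18-24 h: a CellTiter-Fluor fluorescence read for viability, then a luciferase luminescence read for Nrf2/ARE activity.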
MCF10A rerep – inducers of DNA re-replication in MCF 10A breast cells; MCF 10A DNA re-replication, Hoechst nuclear intensity, 48 h; Potency, µM (doses to about 46.1 µM), inactives show at the top dose activity, positive = re-replication, usual class: activators; 350,000 tested, 2.9% active; note: % of control where 0% means no effect; nearly all actives have a fitted effect of over 50% in size
EPAC2 antag – blocks human EPAC2 exchange factor; Q8WZA2; EPAC2 GEF exchange of Rap1B-BODIPY-GDP, fluorescence; Potency, µM (top dose mostly 114 µM), for the others: at the top dose activity, negative = inhibition, actives largely listed as inhibitors; 360,000 tested, 0.18% active; AID 720708; note: % is set by controls: 0 for no effect and ±100 for the full control effect; nearly all actives have a fitted effect of over 45% in size; many of its hits are not listed in these tables
Target sequence (Q8WZA2 whole entry, looked up): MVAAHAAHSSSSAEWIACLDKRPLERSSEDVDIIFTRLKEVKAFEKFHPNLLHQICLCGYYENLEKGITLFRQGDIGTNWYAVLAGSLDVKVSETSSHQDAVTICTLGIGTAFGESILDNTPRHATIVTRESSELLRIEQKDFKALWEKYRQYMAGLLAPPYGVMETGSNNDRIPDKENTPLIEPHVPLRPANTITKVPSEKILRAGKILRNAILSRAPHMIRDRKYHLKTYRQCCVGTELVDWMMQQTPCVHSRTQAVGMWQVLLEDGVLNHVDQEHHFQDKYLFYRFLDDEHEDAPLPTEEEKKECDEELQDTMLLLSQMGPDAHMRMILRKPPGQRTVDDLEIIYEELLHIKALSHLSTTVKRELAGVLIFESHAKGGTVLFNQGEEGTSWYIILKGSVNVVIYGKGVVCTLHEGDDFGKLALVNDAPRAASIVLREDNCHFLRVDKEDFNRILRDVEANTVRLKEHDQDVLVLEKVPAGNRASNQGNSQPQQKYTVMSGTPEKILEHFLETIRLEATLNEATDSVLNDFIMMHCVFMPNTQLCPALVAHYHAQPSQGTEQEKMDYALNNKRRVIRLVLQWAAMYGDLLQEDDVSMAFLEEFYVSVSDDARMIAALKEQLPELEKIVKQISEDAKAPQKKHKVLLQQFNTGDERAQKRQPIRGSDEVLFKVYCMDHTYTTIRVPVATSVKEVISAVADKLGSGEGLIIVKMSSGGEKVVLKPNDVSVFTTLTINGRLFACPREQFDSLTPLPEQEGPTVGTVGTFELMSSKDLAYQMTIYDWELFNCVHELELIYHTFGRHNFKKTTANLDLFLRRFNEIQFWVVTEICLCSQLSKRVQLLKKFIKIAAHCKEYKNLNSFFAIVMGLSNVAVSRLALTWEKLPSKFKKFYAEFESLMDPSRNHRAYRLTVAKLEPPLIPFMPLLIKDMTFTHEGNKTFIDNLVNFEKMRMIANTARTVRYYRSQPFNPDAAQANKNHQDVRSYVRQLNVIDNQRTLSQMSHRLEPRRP
* marks the source's active call; other numbers are inactive results; i = inactive; ? = inconclusive; nt = no result given; [ ] = remark or other dose. Calls come from the whole dose curve; as a rule, active = well fitted curve in the direction sought with a large enough effect; inconclusive = small, poorly fitted or top-dose-only effect, or another doubt; inactive = no such curve, though single readings can be large; an effect the other way counts as inactive or inconclusive. Potency is the fitted concentration of half-maximal effect. The list is partial (hit frequency here may not be typical).

Values run as follows: TGFb SMAD3 inh, A549 tox, HepG2 tox, ATXN2 expr inh, Nrf2 activator, S2 tox, Nrf2 block, MCF10A rerep, EPAC2 antag
> CC(Oc1cccc(F)c1)C(=O)/C=C\N(C)C (configuration not stated)
    11.3%, 0.2%, -9.0%, 10.8%, -0.3%, i, nt, -16.6%, 8.4%
> CCCCNc1c(-c2cccnc2)nc2nc(C)cc(C)n12
    nt, nt, nt, 3.0%, 0.0%, i, nt, nt, 3.2%
> Cc1[nH]c2ccccc2c1C(=O)C(=O)N1CCN(c2ccccc2F)CC1
    0.4%, 0.3%, 32.2%, nt, -0.6%, i, -6.9%, -0.9%, -12.4%
> COc1cc(/C=N/n2nnnc2N)cc(Cl)c1OC
    15.3%, -6.7%, -38.4%, 5.5%, 2.4%, i, ?, -0.7%, -1.9%
> C=CCSc1nc(C)c(Cc2cccc3ccccc23)c(=O)[nH]1
    2.9%, -2.2%, -0.7%, 0.4%, -0.4%[9.22 µM], i, -25.0%, -10.4%, 6.7%
> N#Cc1cnc(NCc2ccc(Cl)cc2Cl)nc1
    7.1%, 14.8%, -22.0%, nt, 0.0%, ?, 4.6%, ?, -3.1%
> CCOC(=O)c1nn(-c2ccc(OCC)cc2)c2nc(-c3cccc(OC)c3)c(C#N)c(=O)n12
    11.0%, 4.3%, -18.5%, 7.5%, 3.7%, i, -10.6%, 14.4%, -3.6%
> CC(=O)N1c2ccccc2[C@H](C)[C@H]1C
    0.7%, -0.3%, 2.1%, 8.5%, -0.6%, i, 3.4%, -0.5%, 16.9%
> Cc1ccccc1NC(=S)N(CCCN1CCCCC1)Cc1ccco1
    2.8%, -0.3%, -20.0%, -12.0%, -0.9%, i, 3.8%, -1.7%, 1.1%
> COC(=O)c1nn(-c2ccccc2)c(Sc2ccc(Cl)cc2)c1/C=N/O
    -19.4%, -14.5%, -27.9%, -13.9%, 5.2%, i, ?, 20.5%, 0.9%
> CC(=O)NNc1nc(-c2ccccc2)c2cc(Cl)ccc2n1
    2.0%, nt, -20.6%, nt, -0.6%, i, nt, nt, 1.4%
> Cc1onc(-c2ccccc2)c1C(=O)Nc1cccc2nsnc12
    1.0%, 3.3%, 5.2%, -11.3%, 9.2%, i, -7.6%, ?, 14.0%
> O=C(CNC(=O)Cc1ccccc1)N=Nc1c(O)[nH]c2ccccc12
    -0.6%, -0.4%, -5.4%, -4.3%, 0.0%, i, -8.5%, -0.3%, 16.9%
> CC(=O)c1ccc(OCC(=O)OCC(=O)N(CC(C)C)c2c(N)n(Cc3ccccc3)c(=O)[nH]c2=O)cc1
    0.0%, -9.7%, -19.0%, -5.3%, -0.4%, i, -6.5%, 0.2%, -11.2%
> O=C(CC1CCCCC1)NCc1nc(-c2ccccc2)no1
    1.9%, 2.4%, 7.1%, nt, 0.4%, nt, 0.0%, 4.5%, 5.9%
> Cc1c(C=NNc2ccccc2)[nH]c(=O)[nH]c1=O
    -14.7%, 2.3%, -5.0%, 11.7%, 8.2%, ?, 3.7%, 19.4%, 2.1%
> CCCCn1c(N)c(N(CC(C)C)C(=O)c2ccc(COc3ccccc3)o2)c(=O)[nH]c1=O
    0.0%, -2.5%, -3.8%, -3.4%, -0.4%, i, -8.7%, 9.9%, -9.7%
> Cc1oc2ccc(O)c(CN3CCN(Cc4ccccc4)CC3)c2c1C(=O)Nc1cccc(Cl)c1C
    0.0%, 7.8%, -6.4%, nt, -0.5%, nt, 23.6%, nt, nt
> Cc1cccc(NC(=O)C(=O)NNC(=O)c2ccc(C(C)(C)C)cc2)c1
    -1.3%, 6.51µM*, -2.8%, 13.6%, 2.3%, i, ?, ?, 53.1%[activator]
> Nc1ccccc1C=C1Cc2ccccc2C1=O
    60.2%[activator], 1.6%, -36.0%, 100.4%[activator], 2.82µM*, i, ?, 13.5%, -1.4%
> Brc1ccc2cccnc2c1
    ?, -2.9%, 11.8%, 2.6%, 2.2%, i, nt, -1.9%, 2.1%
> CCCCC(=O)Nc1cccc(-c2cn3ccccc3n2)c1
    1.4%, -0.9%, -4.9%, 20.6%, 4.3%, i, 8.5%, 0.9%, 3.6%
> CCC(=O)c1cccc(-c2ccccc2)c1CC
    8.3%, -2.5%, 3.1%, 4.7%, 0.5%, i, -4.1%, 21.2%, -29.8%
> CC(C)CC(=O)NC(=S)Nc1nc(-c2ccc(Cl)cc2)cs1
    4.9%, -2.8%, -3.9%, nt, 0.8%, nt, -19.3%, 3.0%, 1.4%
> O=C(CSCCc1ccccn1)Nc1cccnc1Cl
    11.7%, 1.9%, -1.8%, 5.7%, -0.9%, i, 11.5%, 3.4%, 12.8%
> Cc1cc(NC(=O)c2cc(-c3ccco3)on2)nn1Cc1ccc(Cl)cc1
    -18.6%, -16.7%[1.84 µM], -43.9%, -17.1%, 0.0%, i, -25.9%, -0.5%, -6.1%
> Oc1cc(NCc2ccc(Cl)cc2)cc2cccnc12
    -27.3%, 0.8%, -44.7%, -2.4%, 2.6%, i, 11.4%, -5.8%, -0.9%
> CCN(CC)CCN(C(=O)/C=C/c1cccs1)c1nc2ccc(Cl)cc2s1
    -6.7%, 23.7%, -7.5%, nt, -0.4%, i, 5.6%, -10.4%, -4.7%
> COC(CNC(=O)c1ccc(N2CCC3(CC2)OCCO3)c([N+](=O)[O-])c1)OC
    -2.1%, -8.1%, 5.3%, 13.8%, 0.2%, i, 9.1%, -4.5%, 24.0%
> CC(C)NCC(O)Cn1c2c(c3ccccc31)CCc1c-2cnn1-c1ccccc1 (configuration not stated)
    ?, -17.3%, -101.3%, ?, 15.6%, nt, nt, 18.4µM*, -7.6%
> COc1ccc(C(=O)NCc2ccccc2OC)c(OC)c1
    0.0%, nt, -37.1%, -12.9%, -1.1%, i, -9.7%, -0.4%, 5.8%
> O=C(NCc1cccnc1)c1nc(-c2cccs2)no1
    1.2%, 2.9%, 7.6%, ?, 2.9%, ?, ?, -4.7%, 5.9%
> COc1ccccc1-n1cnnc1SCC(=O)c1cc(C)n(Cc2cccs2)c1C
    0.0%, 13.8%, -27.8%, 40.1%[activator], 5.1%, i, ?, 9.4%, 9.1%[57.1 µM]
> Cc1ccc(NC(=O)CCn2c(=S)oc3ccccc32)cc1
    0.6%, -8.8%, 3.2%, -0.5%, -0.6%, i, 0.0%, -12.5%, 17.9%
> COc1ccc(N(CC(=O)NCc2ccccc2OC)S(=O)(=O)c2ccc(C)cc2)cc1Cl
    ?, 5.5%, -13.2%, -18.9%, 1.1%, i, -21.9%, 5.2%, -9.0%
> Cc1ccc(S(=O)(=O)NNC(=O)C2CCN(S(=O)(=O)c3ccc(C)cc3)CC2)cc1
    -3.8%, -1.0%, -14.0%, 1.2%, -0.1%, i, 9.8%, -1.8%, 0.6%
> O=C(NO)c1ccccc1C(F)(F)F
    0.4%, ?, 7.1%, 15.4%, 1.1%, i, 19.4%, -4.9%, 16.7%
> CC(C)N1CCN(Cc2cc(F)ccc2-n2cccn2)CC1CCO (configuration not stated)
    -8.2%, 0.6%, 7.8%, -0.8%, -0.1%, i, -3.9%, 1.9%, 11.0%
> CC(=O)Nc1ccc(NC(=O)CC2Nc3cccc4cccc(c34)NC2=O)cc1 (configuration not stated)
    0.0%, -1.6%, -4.3%, 7.1%, -0.2%, i, 2.4%, 0.9%, 20.0%
> C[C@@H]1O[C@H](C2CCCC2)CC2=C1C(=O)OC(C)(C)O2
    nt, nt, nt, 15.9%, 0.6%, i, nt, nt, -4.7%
> COC(=O)CN1C(=O)[C@@H]2[C@H](C1=O)[C@@H]1CC(C(=O)OC)=C[C@@H](C(=O)OC)[C@@H]3C1=C(C(=O)[C@]3(C)NC(=O)c1ccccc1)[C@@H]2C
    1.8%, 1.9%, -1.1%, 8.4%, -1.2%, i, -2.3%, -1.4%, 3.2%
> Cc1nc2c(Cl)cc(Cl)cc2[nH]1
    0.2%, 1.5%, -5.2%, -4.1%, 0.1%, ?, -23.0%, 0.8%, -4.5%
> CCOc1ccc(CCNC(=O)CN2CCN(Cc3ccc(Cl)cc3)C2=O)cc1OCC
    ?, -0.7%, -27.2%, -16.2%, 0.8%, i, -13.5%, nt, nt
> COc1cccc(CC(=O)NC2CCCN(Cc3ccccc3F)C2)c1 (configuration not stated)
    -1.7%, 7.3%, 2.6%, 2.6%, 0.1%, i, 4.9%, 0.0%, 16.0%
> CCCC(=O)Nc1nc(C)c(C(C)=O)s1
    10.4%, 2.0%, 0.0%, 4.8%, 0.3%, i, -12.0%, 4.5%, 7.3%

Two compounds picked at random from those above:
Values run as follows: TGFb SMAD3 inh, A549 tox, HepG2 tox, ATXN2 expr inh, Nrf2 activator, S2 tox, Nrf2 block, MCF10A rerep, EPAC2 antag
> CCCC(=O)Nc1nc(C)c(C(C)=O)s1
    10.4%, 2.0%, 0.0%, 4.8%, 0.3%, i, -12.0%, 4.5%, 7.3%
> COc1ccc(N(CC(=O)NCc2ccccc2OC)S(=O)(=O)c2ccc(C)cc2)cc1Cl
    ?, 5.5%, -13.2%, -18.9%, 1.1%, i, -21.9%, 5.2%, -9.0%

Later entries:
Values run as follows: TGFb SMAD3 inh, A549 tox, HepG2 tox, ATXN2 expr inh, Nrf2 activator, S2 tox, Nrf2 block, MCF10A rerep, EPAC2 antag
> COc1ccccc1CNC(=O)c1sccc1C
    -6.3%, -0.9%, 5.9%, 5.8%, -1.0%, i, 2.0%, -0.7%, -2.8%
> OC1CCN(Cc2cccc3ccccc23)CC1
    -5.2%, 12.4%, -5.6%, nt, 0.2%, i, 2.1%, 8.0%, 8.0%
> Cc1cccc(NC(=O)c2ccc(F)c(S(=O)(=O)N(C)C3CCCCC3)c2)c1
    ?, -21.8%, -17.4%, nt, -0.7%, nt, nt, nt, nt
> O=C(CCc1ccccc1)N=C1SC2CS(=O)(=O)CC2N1c1ccc(F)cc1 (configuration not stated)
    -15.6%, 1.2%, 0.8%, -2.2%, 0.3%, i, 9.5%, -2.0%, -3.5%
> CC1Cc2ccccc2N1C(=O)Cn1nc(C(=O)O)c2ccccc2c1=O (configuration not stated)
    -12.9%, -2.2%, -5.1%, 1.2%, -0.3%, i, ?, -0.2%, -4.5%
> Cc1ccccc1CC(=O)NCc1cccnc1
    -1.8%, -15.9%, 1.3%, 1.5%, 0.1%, i, -13.8%, 2.4%, -0.8%
> C=CCNS(=O)(=O)c1ccc(OCC(=O)OCC)cc1
    11.7%, -7.5%, -3.7%, -3.2%, 0.3%, i, 10.0%, 3.9%, -1.5%
